Compound activity as filed in PubChem BioAssay.
TNAP act hi DEA – TNAP (human) activation, high acceptor; activation factor at 20 µM; 200,000 tested, under 10 active; purified TNAP, CDP-star luminescence, 1 M DEA, 30 min; stronger effect = higher value; 0 = EDTA background, 1 = DMSO-only activity; P05186; AID 1136;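 active means activation factor at least 2 at 20 µM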
Target sequence (P05186 whole entry, looked up): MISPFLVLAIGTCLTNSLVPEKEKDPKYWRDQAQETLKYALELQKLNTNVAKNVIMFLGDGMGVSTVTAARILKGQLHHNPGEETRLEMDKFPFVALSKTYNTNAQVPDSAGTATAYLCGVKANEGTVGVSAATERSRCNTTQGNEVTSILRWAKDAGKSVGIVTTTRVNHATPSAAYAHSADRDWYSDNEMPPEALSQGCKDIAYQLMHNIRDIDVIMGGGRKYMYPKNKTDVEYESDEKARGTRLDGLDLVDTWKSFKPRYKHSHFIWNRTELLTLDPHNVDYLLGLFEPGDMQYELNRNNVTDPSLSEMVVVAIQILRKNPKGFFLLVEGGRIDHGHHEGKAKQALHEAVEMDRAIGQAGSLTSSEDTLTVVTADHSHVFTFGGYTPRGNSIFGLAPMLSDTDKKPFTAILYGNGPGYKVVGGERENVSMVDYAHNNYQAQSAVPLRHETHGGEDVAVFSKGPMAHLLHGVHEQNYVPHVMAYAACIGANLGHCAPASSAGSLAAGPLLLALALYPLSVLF
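Assay system: human TNAP; Input: enzyme diluted 1/800 final; Reagent: CDP-star luminogenic substrate at 100 µM final; Timing: 30 min, room temperature; Signal: luminescence; Evaluation: TNAP activation factor scaled between EDTA and DMSO control wells.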
STAT3 act – activators of IL-6 induced STAT3 signaling. U3A cells, IL-6 STAT3-luciferase reporter, luminescence; 100% = signal with IL-6 EC80 alone. activation (% of control), % at 5.6 µM. hit rate 0.91% among 190,000. AID 871;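 active means activation above the screen-wide mean of compound activation plus 3 SD, cut at about 130% in these data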;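 further: 0% = background luminescence of wells with medium and substrate only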
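system = STAT3-luciferase reporter U3A cells | reagent = IL-6 stimulus at 33 ng/mL final | timing = 1 h compound pre-exposure, 6 h IL-6 stimulation, 37 °C | measured by = luminescence | evaluation = % activation versus median of IL-6-stimulated wells | control set = IL-6-only wells as 100% reference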
ROMK primary – human ROMK K+ channel modulation, primary screen. hit rate 2% among 130,000. B-score at 10 µM. AID 1918. P48048. Tet-inducible ROMK, thallium flux fluorescence; actives lie on both sides;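 active means signal ratio slope over the read window, or its plate-corrected B-score, at least 3 SD from the plate mean, either direction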;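 further: B-score of the F/F0 ratio slope over 7 to 12 s after thallium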
PPARg SRC-2 ag – agonists of SRC-2 recruitment by human PPARgamma. PPARgamma LBD-SRC-2 recruitment, biochemical. activation, % at 8 µM. hit rate 0.34% among 200,000. AID 1032; in the data active means activation above about 22%;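 further: 0% = vehicle and 100% = reference agonist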
Target sequence (P37231 whole entry, looked up, the tested form may be a part): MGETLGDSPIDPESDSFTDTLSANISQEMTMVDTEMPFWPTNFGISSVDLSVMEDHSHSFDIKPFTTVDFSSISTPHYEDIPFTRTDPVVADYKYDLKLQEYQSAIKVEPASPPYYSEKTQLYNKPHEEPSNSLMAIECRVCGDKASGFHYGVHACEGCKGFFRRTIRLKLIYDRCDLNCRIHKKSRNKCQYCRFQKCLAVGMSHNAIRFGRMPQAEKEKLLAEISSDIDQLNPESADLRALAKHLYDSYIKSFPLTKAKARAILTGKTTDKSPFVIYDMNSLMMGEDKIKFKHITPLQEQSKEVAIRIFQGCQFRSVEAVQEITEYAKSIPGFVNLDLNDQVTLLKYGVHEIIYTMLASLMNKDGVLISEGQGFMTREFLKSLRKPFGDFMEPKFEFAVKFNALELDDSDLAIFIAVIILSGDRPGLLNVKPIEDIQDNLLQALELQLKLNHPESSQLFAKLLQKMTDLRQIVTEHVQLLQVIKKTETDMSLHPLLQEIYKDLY
SRC2 TRFRET art – flags TR-FRET format artefacts in PPARgamma SRC-2 recruitment agonist screen; hit rate 0.4% among 200,000; TR-FRET artefact counter-screen; stronger effect = higher value; TR-FRET ratio at 8 µM; in the data active means TR-FRET ratio above about 2000; further: inactives centre near 1500
bIAP inhibitor – blocks bovine intestinal alkaline phosphatase activity | purified bovine IAP, CDP-star luminescence, 30 min | inhibition, % at 20 µM | 190,000 tested, under 10 active | AID 1019;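 active means over 50% inhibition of intestinal alkaline phosphatase at 20 µM in the single-dose screen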
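System: Purified bovine intestinal alkaline phosphatase (IAP) enzyme | Input: IAP diluted 1/65,000,000 in the well | Also added: CDP-star chemiluminescent phosphatase substrate, 30 µM final | Dosing: 20 µM single dose | Times: Enzyme reaction for 30 min at room temperature | Detection: Luminescence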
STAT3 blocker – reduces IL-6 driven STAT3 reporter signal; U3A cells, IL-6 STAT3-luciferase reporter, luminescence; host cell line lacks STAT1; inhibition, % at 5.5 µM; hit rate 0.89% among 190,000; AID 862;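 active means inhibition above the mean inhibition across all screened compounds plus 3 SD, cut at about 44% in these data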;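 further: 0% = DMSO only wells and 100% = 100 µM nifuroxazide control wells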
bIAP activator – increases bovine intestinal alkaline phosphatase activity; purified bovine IAP, CDP-star luminescence, 30 min; stronger effect = higher value; fold of DMSO-control signal, blank-subtracted; activation factor at 20 µM; hit rate 0.17% among 200,000; AID 1016;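 active means activation factor of 2 or more at 20 µM, a signal rise over negative controls twice the positive control's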
PPARg SRC-3 ag – agonists of human PPARgamma SRC-3 coactivator recruitment. biochemical PPARgamma/SRC-3 coactivator recruitment assay. P37231. AID 731. activation, % at 8 µM. hit rate 0.26% among 200,000; in the data active means activation above about 23%;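 further: 0% = DMSO and 100% = reference agonist; some compounds past the cut are filed as inactive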
PPARg SRC1 recr – PPARgamma-driven SRC-1 recruitment agonism; activation, % at 8 µM; PPARgamma-SRC-1 coactivator recruitment biochemical assay; hit rate 0.41% among 200,000; P37231; AID 631; in the data active means activation above about 19%;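 further: 0% = DMSO and 100% = reference agonist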
STAT1 inh – reduces IFN-gamma driven STAT1 reporter signal; NIH 3T3 STAT1-luciferase reporter, luminescence; inhibition, % at 5.5 µM; hit rate 0.35% among 200,000; AID 920;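 active means inhibition above a set limit, the mean inhibition across all tested compounds plus 3 SD, cut at about 34% in these data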;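 further: 0% = IFN-gamma with DMSO and 100% = IFN-gamma with 300 µM nifuroxazide; values of inactives mirror those of a sister screen read the other way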
* hit, by the source's call. Hits appear at their usual frequency; 3.7% or so of the library scored in one or more.

Screening N#Cc1cc(-c2ccccc2)nnc1Sc1ccccc1 returned TNAP act hi DEA 1, STAT3 act 109, ROMK primary -1.1, PPARg SRC-2 ag 5, SRC2 TRFRET art 1415, bIAP inhibitor 10, STAT3 blocker -3, bIAP activator 0.9, PPARg SRC-3 ag -11, PPARg SRC1 recr 2 and STAT1 inh 2.
`Cc1ccc(-c2nn(CC(=O)NCc3cc(-c4nn(C)c(=O)c5ccccc45)ccc3C)c(=O)c3ccccc23)cc1` gave TNAP act hi DEA 1.1, STAT3 act 103, ROMK primary -0.95, PPARg SRC-2 ag 1, SRC2 TRFRET art 1478, bIAP inhibitor 0, STAT3 blocker 3, bIAP activator 1, PPARg SRC-3 ag -8, PPARg SRC1 recr 1 and STAT1 inh -2.
For CN(C)/C=C/C(=O)c1cnc(-c2ccc(Cl)cc2)s1 the results were TNAP act hi DEA 1, STAT3 act 68, ROMK primary 0.36, PPARg SRC-2 ag 0, SRC2 TRFRET art 1548, bIAP inhibitor 0, STAT3 blocker 43*, bIAP activator 1, PPARg SRC-3 ag -3, PPARg SRC1 recr -2 and STAT1 inh -36.
`COC(=O)CN1C(=O)C2(C(C#N)=C(N)Oc3cc(C)oc(=O)c32)c2ccccc21` (centres undefined) gave TNAP act hi DEA 1, STAT3 act 98, ROMK primary 0.25, PPARg SRC-2 ag -5, SRC2 TRFRET art 1497, bIAP inhibitor 5, STAT3 blocker 4, bIAP activator 1, PPARg SRC-3 ag 2, PPARg SRC1 recr 2 and STAT1 inh 12.
Screening Cc1ccc(C)c(NC(=S)/C(=C(\[O-])c2ccc(Cl)s2)[n+]2ccccc2)c1 returned TNAP act hi DEA 0.9, STAT3 act 114, ROMK primary 0.33, PPARg SRC-2 ag -5, SRC2 TRFRET art 1549, bIAP inhibitor -16, STAT3 blocker -15, bIAP activator 1.2, PPARg SRC-3 ag -2, PPARg SRC1 recr -8 and STAT1 inh 3.
For CCc1ccc(CNC(=O)C(=O)NCCc2ccc(OC)c(OC)c2)cc1 the results were STAT3 act 115, PPARg SRC-2 ag 0, SRC2 TRFRET art 1519, STAT3 blocker -6, PPARg SRC-3 ag 5, PPARg SRC1 recr 4 and STAT1 inh -6.
For CCOc1ccc(S(=O)(=O)Oc2ccc3ccccc3c2)cc1 the results were TNAP act hi DEA 1, STAT3 act 97, ROMK primary 0.39, PPARg SRC-2 ag -1, SRC2 TRFRET art 1363, bIAP inhibitor -3, STAT3 blocker 7, bIAP activator 1, PPARg SRC-3 ag 3, PPARg SRC1 recr 2 and STAT1 inh 2.
COc1cc(/C=N/N=C(N)N)ccc1OCc1ccccc1Cl was read as TNAP act hi DEA 1, STAT3 act 92, ROMK primary -3.7*, PPARg SRC-2 ag 1, SRC2 TRFRET art 1570, bIAP inhibitor -9, STAT3 blocker 12, bIAP activator 1.1, PPARg SRC-3 ag -3, PPARg SRC1 recr 16 and STAT1 inh 11.
`Cc1ccc(/C=N/N2C(=S)SC(C)(C)C2N(O)C(=O)Nc2ccc([N+](=O)[O-])cc2)cc1` (centres undefined) gave TNAP act hi DEA 1, STAT3 act 102, PPARg SRC-2 ag -5, SRC2 TRFRET art 1564, bIAP inhibitor -4, STAT3 blocker 2, bIAP activator 1, PPARg SRC-3 ag 2, PPARg SRC1 recr 2 and STAT1 inh -11.
Screening CC(C)Cn1c(-c2ccncc2)n[nH]c1=S returned TNAP act hi DEA 1, STAT3 act 97, ROMK primary -0.76, PPARg SRC-2 ag 1, SRC2 TRFRET art 1536, bIAP inhibitor -6, STAT3 blocker 8, bIAP activator 1.1, PPARg SRC-3 ag -4, PPARg SRC1 recr 5 and STAT1 inh 8.
For CNCCCCOc1ccccc1-c1ccccc1 the results were TNAP act hi DEA 1, STAT3 act 102, PPARg SRC-2 ag -4, SRC2 TRFRET art 1392, bIAP inhibitor -9, STAT3 blocker -1, bIAP activator 1.1, PPARg SRC-3 ag -3, PPARg SRC1 recr -7 and STAT1 inh 0.
For CCCn1c(N)c(Sc2ccc(C)cc2)c(=O)n(CCC)c1=O the results were TNAP act hi DEA 1, STAT3 act 93, ROMK primary -0.72, PPARg SRC-2 ag 12, SRC2 TRFRET art 1665, bIAP inhibitor -7, STAT3 blocker 11, bIAP activator 1.1, PPARg SRC-3 ag 2, PPARg SRC1 recr 10 and STAT1 inh 19.
COc1cccc(-c2cc(C(=O)Nc3ccccc3SC)no2)c1 was read as TNAP act hi DEA 1.1, STAT3 act 98, PPARg SRC-2 ag 16, SRC2 TRFRET art 1688, bIAP inhibitor 22, STAT3 blocker 12, bIAP activator 0.8, PPARg SRC-3 ag 2, PPARg SRC1 recr 7 and STAT1 inh -32.
Screening CCOc1ccc(NC(=O)CN(C)CC(=O)Nc2ccccc2C#N)cc1OCC returned TNAP act hi DEA 1.1, STAT3 act 99, ROMK primary -0.022, PPARg SRC-2 ag 1, SRC2 TRFRET art 1525, bIAP inhibitor -30, STAT3 blocker 5, bIAP activator 1.3, PPARg SRC-3 ag 0, PPARg SRC1 recr 4 and STAT1 inh 4.
Screening Cc1sc2ncn(CC(=O)NCC3COc4ccccc4O3)c(=O)c2c1S(=O)(=O)N1CCCCC1 (centres undefined) returned TNAP act hi DEA 1, STAT3 act 87, ROMK primary 0.94, PPARg SRC-2 ag 14, SRC2 TRFRET art 1506, bIAP inhibitor -7, STAT3 blocker 25, bIAP activator 1.1, PPARg SRC-3 ag 0, PPARg SRC1 recr 2 and STAT1 inh 0.
Cc1nc(-n2cc(F)c(=O)[nH]c2=O)c2nc(C)oc2n1 was read as TNAP act hi DEA 1, STAT3 act 107, ROMK primary 0.73, PPARg SRC-2 ag -4, SRC2 TRFRET art 1598, bIAP inhibitor 8, STAT3 blocker -5, bIAP activator 0.9, PPARg SRC-3 ag -6, PPARg SRC1 recr 10 and STAT1 inh 2.
O=[n+]1c2c(n([O-])c3cc(F)c(F)cc31)CCCC2 was read as TNAP act hi DEA 1, STAT3 act 95, ROMK primary -0.063, PPARg SRC-2 ag 3, SRC2 TRFRET art 1507, bIAP inhibitor 0, STAT3 blocker 8, bIAP activator 1, PPARg SRC-3 ag 8, PPARg SRC1 recr 7 and STAT1 inh -1.
For COc1ccc(CCNC(=O)C2CCN(S(=O)(=O)N3CC(C)CC(C)C3)CC2)cc1OC (centres undefined) the results were TNAP act hi DEA 1.1, STAT3 act 90, PPARg SRC-2 ag -6, SRC2 TRFRET art 1691, bIAP inhibitor -2, STAT3 blocker 15, bIAP activator 1, PPARg SRC-3 ag -6, PPARg SRC1 recr 11 and STAT1 inh 6.
`CCN(CC)c1nc2c(s1)C(=O)NCCC2` gave TNAP act hi DEA 1, STAT3 act 106, PPARg SRC-2 ag 0, SRC2 TRFRET art 1513, bIAP inhibitor 8, STAT3 blocker -3, bIAP activator 0.9, PPARg SRC-3 ag 5, PPARg SRC1 recr 1 and STAT1 inh 2.
Screening COC(=O)c1ccc(NC(=O)COc2ccc(C3C(C#N)=C(N)Oc4c3ccc3ccccc43)cc2OC)cc1 (centres undefined) returned TNAP act hi DEA 1, STAT3 act 87, PPARg SRC-2 ag 8, SRC2 TRFRET art 1799, bIAP inhibitor 10, STAT3 blocker 26, bIAP activator 0.9, PPARg SRC-3 ag 2, PPARg SRC1 recr -4 and STAT1 inh -1.
Screening Cc1ccnc(NC(=O)c2ccc(S(=O)(=O)c3ccccc3)cc2)c1 returned TNAP act hi DEA 1, STAT3 act 88, ROMK primary 1, PPARg SRC-2 ag -7, SRC2 TRFRET art 1605, bIAP inhibitor -8, STAT3 blocker 22, bIAP activator 1.1, PPARg SRC-3 ag 3, PPARg SRC1 recr -1 and STAT1 inh 2.
Screening O=c1cc(-c2c(O)c3ccccc3n(Cc3ccccc3)c2=O)[nH][nH]1 returned TNAP act hi DEA 1, STAT3 act 100, ROMK primary 0.58, PPARg SRC-2 ag -9, SRC2 TRFRET art 1515, bIAP inhibitor -25, STAT3 blocker 4, bIAP activator 1.3, PPARg SRC-3 ag 6, PPARg SRC1 recr 2 and STAT1 inh 4.
Screening CC1(C)CC(=O)C(C=NC2CCCCC2)=C(O)C1 returned TNAP act hi DEA 1, STAT3 act 96, ROMK primary 0.0058, PPARg SRC-2 ag -8, SRC2 TRFRET art 1578, bIAP inhibitor 6, STAT3 blocker 7, bIAP activator 0.9, PPARg SRC-3 ag 8, PPARg SRC1 recr 0 and STAT1 inh 3.
`CCC(c1nnnn1CCc1ccccc1)N(Cc1ccco1)Cc1cc2cccc(C)c2[nH]c1=O` (centres undefined) gave TNAP act hi DEA 1.1, STAT3 act 108, PPARg SRC-2 ag 0, SRC2 TRFRET art 1767, bIAP inhibitor 2, STAT3 blocker -4, bIAP activator 1, PPARg SRC-3 ag -3, PPARg SRC1 recr 8 and STAT1 inh -2.

Random excerpt: 2 compounds from above.
For CNCCCCOc1ccccc1-c1ccccc1 the results were TNAP act hi DEA 1, STAT3 act 102, PPARg SRC-2 ag -4, SRC2 TRFRET art 1392, bIAP inhibitor -9, STAT3 blocker -1, bIAP activator 1.1, PPARg SRC-3 ag -3, PPARg SRC1 recr -7 and STAT1 inh 0.
`Cc1ccc(/C=N/N2C(=S)SC(C)(C)C2N(O)C(=O)Nc2ccc([N+](=O)[O-])cc2)cc1` (centres undefined) gave TNAP act hi DEA 1, STAT3 act 102, PPARg SRC-2 ag -5, SRC2 TRFRET art 1564, bIAP inhibitor -4, STAT3 blocker 2, bIAP activator 1, PPARg SRC-3 ag 2, PPARg SRC1 recr 2 and STAT1 inh -11.

(more compounds)
Screening C=CCOc1cccc(C2/C(=C(\O)c3ccc(F)cc3)C(=O)C(=O)N2CCN(C)C)c1 (centres undefined) returned TNAP act hi DEA 1, STAT3 act 103, PPARg SRC-2 ag -2, SRC2 TRFRET art 1547, bIAP inhibitor 6, STAT3 blocker 1, bIAP activator 0.9, PPARg SRC-3 ag 0, PPARg SRC1 recr -3 and STAT1 inh -1.
`COc1ccc(C2CC(=O)N(C)c3ccccc3S2)cc1OC` (centres undefined) gave TNAP act hi DEA 1, STAT3 act 92, ROMK primary -0.67, PPARg SRC-2 ag 6, SRC2 TRFRET art 1773, bIAP inhibitor -10, STAT3 blocker 10, bIAP activator 1.1, PPARg SRC-3 ag 1, PPARg SRC1 recr 11 and STAT1 inh 11.
`Cc1ccc(CNc2ncc(-c3ccc4c(c3)OCO4)n2C)cc1` gave TNAP act hi DEA 1, STAT3 act 95, PPARg SRC-2 ag 3, SRC2 TRFRET art 1415, bIAP inhibitor -83, STAT3 blocker 7, bIAP activator 1.8, PPARg SRC-3 ag -3, PPARg SRC1 recr -8 and STAT1 inh 6.
Screening CN1c2ccccc2C(O)=C(C(=S)Nc2ccc(Cl)cc2)S1(=O)=O returned TNAP act hi DEA 1, STAT3 act 101, PPARg SRC-2 ag -3, SRC2 TRFRET art 1525, bIAP inhibitor 8, STAT3 blocker 5, bIAP activator 0.9, PPARg SRC-3 ag 4, PPARg SRC1 recr 0 and STAT1 inh 9.
